TRHR PAM: allosteric enhancers of human TRH receptor; P34981; TRHR cells, fluo-8 calcium fluorescence, EC20 TRH enhancement; enhancement, % at 2 µM; actives 0.66% (n = 360,000); in the data active = enhancement above about 30%; also: 0% is about no effect
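Enhancer read-out: after compound pinning and an initial kinetic agonist-mode read, an EC20 of TRH (10 nM final) was injected and fluo-8 calcium signal (Ex 480/Em 530) followed at 1 s/cycle for 100 cycles in TRHR-expressing cells.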
mIDH1 inhibitor: blocks human mutant IDH1 R132H enzyme. IDH1-R132H enzyme, NADPH consumption, diaphorase/resazurin fluorescence. actives 0.093% (n = 390,000). Potency, µM (doses to about 76.6 µM), for inactives: at the highest dose activity change, negative = inhibition, usual class: inhibitors. AID 602179. O75874; also: potency is read from the fitted curve at half-maximal effect; % is scaled to controls: 0 for no effect and ±100 for the full control effect; nearly all actives have a fitted effect of over 65% in size
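IDH1-R132H (0.5 ug/mL) preincubated 30 min with compound, then NADPH (0.016 mM) and alpha-KG (2 mM) added; 80 min at RT, pH 7.5. Remaining NADPH coupled via diaphorase/resazurin to fluorescence (540/590 nm); concentration-response curves normalized to no-enzyme control.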
TrxR1 substrate: is turned over as a substrate by rat TrxR1; O89049; AID 588456; actives 0.01% (n = 390,000); Potency, µM (doses to about 114 µM), inactives show at the highest dose activity change, negative = substrate turnover; purified TrxR1 substrate turnover, NADPH consumption readout; also: potency is read from the fitted curve at half-maximal effect; % is scaled to controls: 0 for no effect and ±100 for the full control effect; nearly all actives have a fitted effect of over 50% in size
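Rat TrxR1, dispensed at 90 nM, was prereduced with 400 uM NADPH (final) for 5 min at ~22 deg C, then incubated with compound 15 min before 400 uM selenite. A first-read NADPH fluorescence drop versus no-compound background flagged substrates.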
TrxR1 inh: inhibitors of rat thioredoxin reductase 1 | Potency, µM (highest dose often 114 µM), inactives show top-dose activity change, negative = inhibition, most hits filed as inhibitors | actives 1% (n = 390,000) | recombinant rTrxR1, NADPH fluorescence consumption, selenite substrate | O89049; also: potency is read from the fitted curve at half-maximal effect; % is scaled to controls: 0 for no effect and ±100 for the full control effect; nearly all actives have a fitted effect of over 65% in size
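Rat TrxR1 (90 nM in the dispensed reagent) was pre-reduced with 400 uM NADPH for 5 min at room temperature, then incubated with compound for 15 min. After 400 uM selenite was added, NADPH fluorescence (Ex 340/Em 450 nm) was followed for 8 min.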
D2 agonist: agonists of human D2 dopamine receptor; P14416; AID 485358; actives 0.53% (n = 340,000); activation, % at 2 µM; HEK293 T-REx D2 cells, calcium flux agonist mode;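 active = activation over 3 SD above normal in the single-dose calcium agonist read, cut at about 30% in these data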; also: 0% is about no effect
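Calcium-flux readout, 1 cycle/sec over 180 s following compound pin transfer, in inducible HEK293 Trex D2 cells (force-coupled); dopamine controls included. Positive calcium responses during this window marked compounds as potential agonists.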
D2 antagonist: antagonizes the human D2 dopamine receptor; P14416; HEK293 TREx D2 cells, calcium flux, dopamine EC80; inhibition, % at 10 µM; actives 2% (n = 340,000); AID 485344; in the data active = inhibition above about 30%; also: 0% is about no effect
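Overnight-induced (tetracycline, 30 C) HEK293 T-REx cells carrying force-coupled D2 receive a no-wash calcium dye, then compound, then EC80 dopamine at 180 s; signals are read kinetically throughout.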
USP1 inh: blocks the human USP1/UAF1 deubiquitinase complex; actives 0.23% (n = 390,000); Potency, µM (titrated, usually from 57.1 µM), for inactives: at the top dose activity change, negative = inhibition, actives largely listed as inhibitors; recombinant USP1/UAF1, Ub-Rhodamine cleavage fluorescence; AID 743255; also: potency is read from the fitted curve at half-maximal effect; % is scaled to controls: 0 for no effect and ±100 for the full control effect; nearly all actives have a fitted effect of over 60% in size; inactives centre near -12
Target sequence (O94782 whole entry, looked up): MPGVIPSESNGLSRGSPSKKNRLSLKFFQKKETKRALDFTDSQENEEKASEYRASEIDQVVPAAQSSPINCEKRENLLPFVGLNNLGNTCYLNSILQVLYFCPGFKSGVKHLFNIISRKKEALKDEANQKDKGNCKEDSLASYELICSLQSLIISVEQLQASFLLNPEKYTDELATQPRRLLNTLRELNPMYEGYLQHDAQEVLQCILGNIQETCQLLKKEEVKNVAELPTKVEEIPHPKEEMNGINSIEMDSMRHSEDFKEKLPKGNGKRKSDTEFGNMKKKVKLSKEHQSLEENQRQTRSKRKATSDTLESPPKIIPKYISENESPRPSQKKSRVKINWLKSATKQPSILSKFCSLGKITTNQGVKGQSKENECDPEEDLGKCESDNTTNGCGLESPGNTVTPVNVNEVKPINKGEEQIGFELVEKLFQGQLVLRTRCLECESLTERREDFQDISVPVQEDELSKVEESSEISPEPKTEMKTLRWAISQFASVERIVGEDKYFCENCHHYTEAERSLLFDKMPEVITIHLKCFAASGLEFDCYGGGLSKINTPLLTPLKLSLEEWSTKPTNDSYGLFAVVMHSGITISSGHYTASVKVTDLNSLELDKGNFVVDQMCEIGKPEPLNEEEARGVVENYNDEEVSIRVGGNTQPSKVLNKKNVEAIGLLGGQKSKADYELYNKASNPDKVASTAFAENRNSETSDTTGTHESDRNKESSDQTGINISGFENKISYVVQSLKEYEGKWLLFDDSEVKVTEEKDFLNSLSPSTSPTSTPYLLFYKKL
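USP1/UAF1 complex (1 nM) preincubated 15 min at room temperature with compound, then Ub-Rho substrate (150 nM final) added. Kinetic fluorescence at 480/540 nm over 6 reads at 60 s intervals; 50 mM HEPES pH 7.8, 0.5 mM EDTA, 0.1 mg/ml BSA, 1 mM TCEP, 0.01% Tween-20.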
PI4K2A block: blocks human PI4K2A kinase activity. Q9BTU6. purified PI4K2A, ADP-Glo luminescence, 1 h; hits give low values. activity change, negative = inhibition, % at 76.9 µM. actives 0.13% (n = 420,000). AID 1346378; in the data active = activity change below about -50%; inconclusive = mostly about -30% to -49%;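 also: -100% = wells without enzyme as full effect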
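In this quantitative HTS, ADP production by PI4K2A was quantified luminescently after 1 h at ambient temperature; 100 microM adenosine served as plate-quality control.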
TRHR ag: TRH receptor (human) agonism; AID 493084; actives 0.18% (n = 360,000); activation, % at 2 µM; TRHR cells, calcium flux fluo-8, FDSS agonist mode; in the data active = activation above about 30%; also: 0% is about no effect
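In this calcium-flux screen, cells bearing human TRHR are dye-loaded with fluo-8, baselined for 10 cycles, then exposed to library compounds; positive kinetic calcium responses during the agonist phase mark hits, with TRH as control.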
The depositor's hits bear a star; ? = inconclusive; . = no result given; & = joins results of further samples; [ ] = remark or other dose. Unless noted, calls follow the shape of the dose curve; as a rule, active = well fitted inhibition curve with a large enough effect; inconclusive = small, poorly fitted or top-dose-only effect; inactive = no such curve, though single readings can be large or run the other way.

[1] COc1cc(SC#N)ccc1N=Cc1c(C)[nH]n(-c2ccc(C)cc2)c1=O
[2] O=C(c1sccc1Br)N1CCN(Cc2ccc3c(c2)OCO3)CC1
[3] CCCn1c(-c2cccc(Br)c2)nc2ccccc21
[4] C/C(=C\C#N)n1nc(C)cc1N
[5] COCc1cc(Sc2ccc(Cl)cc2)nc(C)n1
[6] Cc1cccc(C(=O)n2nc(-c3cccnc3)nc2NCc2ccccc2)c1
[7] CC(=O)c1c(C)[nH]c(C(=O)COC(=O)c2cccnc2Cl)c1C
[8] CN(CCc1ccccc1)C(=O)c1cccc(NC(=O)Cc2cccc(NC(=O)C3CCCN(C(=O)C4CCC4)C3)c2)c1 (stereo not given)
entry no. | 1 | 2 | 3 | 4 | 5 | 6 | 7 | 8
PI4K2A block | -4 | 5 | 0 | 1 | -8 | 21 | 7 | -5
USP1 inh | -13% | -19% | -17% | -23% | -19% | -15% | 0% | -18%
D2 agonist | -0.1 | 7.6 | . | -0.4 | -0.3 | 1.5 | 0.5 | .
TRHR PAM | 7 | -3 | 3 | 11 | -2 | 0 | 3 | .
D2 antagonist | 10 | -3 | . | -2 | -1 | . | 20 | .
TrxR1 substrate | -2% | -2% | 0% | 10% | 7%[57.1 µM] | -7% | -9% | -3%
TrxR1 inh | 19%[57.1 µM] | 9% | -10% | 44%[activator] | 14% | 16% | -7% | 12%
mIDH1 inhibitor | ? | 0% | 13% | 6% | 5% | -2% | 2% | -19%
TRHR ag | 0.1 | -0.4 | -2.5 | -0.3 | -0.7 | 2.9 | 0.6 | .

[9] N#Cc1ccc(NS(=O)(=O)c2ccc(-c3cnc(C4CC4)o3)cc2)cc1
[10] CCn1cc(C(=O)NC(C)C)c(=O)c2cc(F)c(N3CCN(C(=O)c4ccco4)CC3)cc21
[11] CCOc1ccc(C(=O)OCC(=O)Nc2cc(C)on2)cc1OCC
[12] C/C(=N\NC(=S)NCCc1ccccc1)c1cccc(Br)c1
[13] Cc1ccn2c(=O)nc(SCC(=O)NC3CCCC3)nc2c1
[14] COc1cc(CNC(=O)C2CC2)ccc1OCc1ccccc1
[15] CCCCS(=O)CC(CS(=O)CCCC)OC(=O)c1ccccc1 (stereo not given)
[16] COc1ccc(CNC(=O)CCc2c[nH]c3ccccc23)cc1
entry no. | 9 | 10 | 11 | 12 | 13 | 14 | 15 | 16
PI4K2A block | 1 | -5 | -6 | 5 | -2 | -12 | 2 | 4
USP1 inh | -18% | -17% | -7% | ? | -5% | -5% | -5% | -21%
D2 agonist | -1.3 | -0.3 | 0.0 | -0.7 | 0.7 | 0.1 | 0.2 | 0.0
TRHR PAM | 0 | 1 | -6 | 1 | 4 | 8 | -2 | -7
D2 antagonist | . | -1 | 8 | 11 | -5 | 4 | 0 | 9
TrxR1 substrate | 2%[57.1 µM] | 64%[activator] | 7%[57.1 µM] | 9%[57.1 µM] | -8% | 1% | 4% | 2%
TrxR1 inh | 18%[57.1 µM] | -12% | 21%[57.1 µM] | 20%[57.1 µM] | -18% | 14% | 0% | 16%
mIDH1 inhibitor | 7% | -10% | 0% | 1% | 3% | -4% | 6% | 0%
TRHR ag | 0.0 | 0.0 | -0.6 | 0.2 | 0.6 | 0.0 | 0.2 | -0.4

From compound 12 as far as 16, as listed above:
[12] C/C(=N\NC(=S)NCCc1ccccc1)c1cccc(Br)c1
[13] Cc1ccn2c(=O)nc(SCC(=O)NC3CCCC3)nc2c1
[14] COc1cc(CNC(=O)C2CC2)ccc1OCc1ccccc1
[15] CCCCS(=O)CC(CS(=O)CCCC)OC(=O)c1ccccc1 (stereo not given)
[16] COc1ccc(CNC(=O)CCc2c[nH]c3ccccc23)cc1
entry no. | 12 | 13 | 14 | 15 | 16
PI4K2A block | 5 | -2 | -12 | 2 | 4
USP1 inh | ? | -5% | -5% | -5% | -21%
D2 agonist | -0.7 | 0.7 | 0.1 | 0.2 | 0.0
TRHR PAM | 1 | 4 | 8 | -2 | -7
D2 antagonist | 11 | -5 | 4 | 0 | 9
TrxR1 substrate | 9%[57.1 µM] | -8% | 1% | 4% | 2%
TrxR1 inh | 20%[57.1 µM] | -18% | 14% | 0% | 16%
mIDH1 inhibitor | 1% | 3% | -4% | 6% | 0%
TRHR ag | 0.2 | 0.6 | 0.0 | 0.2 | -0.4

Other structures:
[17] O=C(O)c1ccccc1-c1ccccc1C(=O)Nc1ccccc1Br
[18] Cc1cc(=O)c2cc(Br)ccc2n1CC(=O)NCc1ccccc1
[19] O=C(NCCOc1ccccc1)c1ccc2c(c1)S(=O)(=O)c1cc(Cl)ccc1C2=O
[20] O=C(NCc1ccccn1)c1ccc(Cl)c(S(=O)(=O)N2CCOCC2)c1
[21] O=C(CS(=O)(=O)c1nc(-c2ccc(Cl)cc2)cn1-c1ccccc1)Nc1ccc(F)cc1F
[22] NCCSSCCN
entry no. | 17 | 18 | 19 | 20 | 21 | 22
PI4K2A block | 2 | -3 | 4 | -4 | 0 | -1&-4
USP1 inh | -14% | -21% | -3% | -12% | ? | -30%
D2 agonist | -0.7 | -0.3 | . | 1.3 | -0.3 | -1.2
TRHR PAM | 4 | 4 | . | -4 | 15 | -6
D2 antagonist | -7 | -2 | . | -5 | . | 4
TrxR1 substrate | 0% | 5% | -3% | 6% | -2% | ?
TrxR1 inh | 18% | 34% | 7% | 19% | 7% | 214%[activator][57.1 µM]
mIDH1 inhibitor | -12% | 4% | -4% | -4% | 10% | -11%
TRHR ag | 0.2 | 0.0 | . | 0.3 | -0.1 | -0.2

Bioassay records (PubChem)
